SKKanGAS inh = SKKanGAS growth inhibition. S. pyogenes SKKanGAS, kanamycin growth, BacTiter-Glo, 6 h. inhibition, % at 7.5 µM. 1.3% of 300,000 active. AID 1662;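 active = mean replicate score, as percent of positive control median, at least 50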;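 note: strain carries kanamycin resistance gene driven by streptokinase promoter and grows in 40 µg/ml kanamycin; loss of luminescence reflects streptokinase promoter inhibition or plain growth inhibition; 0% = median of DMSO wells and 100% = positive control at its reference dose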
KCNQ1 block = blocks the human KCNQ1 potassium channel; B-score at 10 µM; CHO-K1 KCNQ1, FluxOR thallium flux fluorescence; active compounds read high; P51787; 1.3% of 310,000 active;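 active = compounds whose thallium flux B-score, printed positive for inhibition, exceeds three library SD while starting fluorescence stays within three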;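 note: channel opened by potassium depolarization with thallium stimulus after 20 min compound exposure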
RGS4 pot = RGS4 potentiation or activation. HEK293 M3R/inducible RGS4, carbachol calcium flux Fluo4; active compounds read low. B-score at 10 µM. 0.92% of 310,000 active. AID 463111;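 active = B-score of the integrated calcium signal more than 4 SD below the library mean, with starting fluorescence not abnormally high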;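 note: negative B-score means reduced calcium response which marks RGS4 activation or potentiation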
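System – HEK293 FlpIn-TREx cells, stable M3R, doxycycline-inducible RGS4 · Reagent – ECmax carbachol challenge · Times – compound preincubation 20 min at room temperature before agonist · Technique – Fluo4 fluorescence kinetic imaging of calcium · Measure – B score of integrated Fluo4 ratio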
KCNK9 inh = blocks the human KCNK9 two-pore domain potassium channel; Q9NPC2; HEK293 KCNK9, FluxOR thallium flux fluorescence; active compounds read low; B-score at 10 µM; 1.2% of 310,000 active;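 active = ratio B-score over 3 SD below the library mean, with starting fluorescence within 5 SD of its mean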;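 note: negative B-score means less thallium flux so channel inhibition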
HDAC3 inh = inhibitors of human histone deacetylase 3; recombinant HDAC3, fluorogenic peptide/trypsin coupled, fluorescence; inhibition, % at 8.3 µM; 0.15% of 320,000 active; AID 2718; in the data active = inhibition above about 26%, passing the limit was not always enough
TMEM16A act = activators or potentiators of mouse TMEM16A chloride channel. 0.3% of 340,000 active. AID 623877. HEK293 TMEM16A/YFP-H148Q/I152L, iodide quench fluorescence; active compounds read low. Q8BHY3. B-score at 10 µM;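 active = fluorescence-ratio B-score plate-corrected deviation score at least 3 library SD below zero, with starting fluorescence score within 5 deviations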;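 note: channel opened by trigger with iodide after compound preincubation; score built on the fluorescence ratio of max minus min over baseline; more negative score means more quench and so TMEM16A activation or potentiation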
KCNK3 block = human KCNK3 channel inhibition, primary screen | B-score at 10 µM | O14649 | CHO-KCNK3 thallium flux, FluxOR fluorescence; active compounds read low | 0.84% of 340,000 active;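 active = B-score under library mean minus 4 SD, starting fluorescence ratio at most library mean plus 5 SD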;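 note: more negative B-score means stronger inhibition of thallium flux through KCNK3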
RGS4 inh = inhibitors of human RGS4; P49798; HEK293 M3R/RGS4 inducible, Fluo-4 calcium flux; active compounds read high; triggered by carbachol at its EC20; B-score at 10 µM; 0.45% of 310,000 active; AID 463165;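 active = B-score, a plate-corrected calcium signal, over three deviations above library mean, with baseline fluorescence within five deviations of library mean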;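 note: RGS4 expression induced by doxycycline in cells with stable M3 receptor; B-score is computed from the integrated fluorescence ratio over baseline after carbachol; higher B-score means a larger calcium signal and so more RGS4 inhibition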
hERG protect = compounds protecting human hERG from proarrhythmic drug block | Q12809 | CHO-hERG, FluxOR thallium flux, dofetilide IC70 present | activation (rescue from dofetilide block), less the hit threshold, % at 10 µM | 0.51% of 310,000 active;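 active = activation above the mean of controls blocked by dofetilide plus 5 SD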;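 note: thallium influx through hERG after potassium depolarization seen as dye fluorescence rise; in these data hits start at about 4.7%; inactives centre near -7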
Target sequence (Q12809 whole entry, looked up): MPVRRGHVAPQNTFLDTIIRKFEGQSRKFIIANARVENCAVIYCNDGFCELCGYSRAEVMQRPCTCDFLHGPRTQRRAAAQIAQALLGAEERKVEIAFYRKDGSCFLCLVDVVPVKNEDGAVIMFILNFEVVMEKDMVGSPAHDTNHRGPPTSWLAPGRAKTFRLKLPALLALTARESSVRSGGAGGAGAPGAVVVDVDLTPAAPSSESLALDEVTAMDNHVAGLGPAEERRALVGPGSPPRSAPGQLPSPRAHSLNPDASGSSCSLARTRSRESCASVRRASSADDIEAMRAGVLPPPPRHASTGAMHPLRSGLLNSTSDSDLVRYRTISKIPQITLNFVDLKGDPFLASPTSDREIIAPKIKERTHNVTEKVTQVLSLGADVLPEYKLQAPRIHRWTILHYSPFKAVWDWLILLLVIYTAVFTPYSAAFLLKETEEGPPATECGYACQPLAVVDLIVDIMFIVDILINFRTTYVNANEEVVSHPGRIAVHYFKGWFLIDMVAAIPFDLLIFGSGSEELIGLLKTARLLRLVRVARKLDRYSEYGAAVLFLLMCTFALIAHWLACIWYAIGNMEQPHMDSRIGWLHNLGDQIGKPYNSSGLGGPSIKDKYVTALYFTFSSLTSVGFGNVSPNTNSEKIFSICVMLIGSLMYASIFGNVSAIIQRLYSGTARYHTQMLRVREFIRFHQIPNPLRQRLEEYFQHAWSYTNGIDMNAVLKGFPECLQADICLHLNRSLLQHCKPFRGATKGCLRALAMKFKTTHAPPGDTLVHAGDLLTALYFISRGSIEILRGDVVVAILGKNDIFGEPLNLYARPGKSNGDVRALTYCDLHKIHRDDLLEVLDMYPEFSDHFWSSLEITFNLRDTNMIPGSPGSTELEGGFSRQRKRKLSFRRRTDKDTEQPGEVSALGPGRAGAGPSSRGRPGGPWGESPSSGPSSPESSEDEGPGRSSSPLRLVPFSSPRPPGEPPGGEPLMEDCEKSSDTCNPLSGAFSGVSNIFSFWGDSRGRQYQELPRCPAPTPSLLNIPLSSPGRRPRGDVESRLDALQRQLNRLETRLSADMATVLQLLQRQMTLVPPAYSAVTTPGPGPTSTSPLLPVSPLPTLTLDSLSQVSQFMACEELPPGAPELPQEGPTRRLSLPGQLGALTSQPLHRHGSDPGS
TMEM16A inh = blocks the mouse calcium-activated chloride channel TMEM16A; Q8BHY3; HEK293 TMEM16A/YFP iodide influx fluorescence, ionomycin; normalized B-score (activity score, 25-100; higher = stronger inhibition) at 10 µM; 1.2% of 310,000 active; AID 588511;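 active = ratio plate-corrected score three or more library SD toward inhibition, starting fluorescence score within five deviations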;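 note: score derived from kinetic fluorescence span divided by baseline fluorescence per well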
KCNQ1 pot = potentiates or activates the human KCNQ1 potassium channel; P51787; CHO-K1 KCNQ1, thallium flux FluxOR fluorescence; active compounds read high; B-score at 10 µM; 0.35% of 310,000 active;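 active = fluorescence ratio B-score, a plate-corrected score, at least three library SD, with initial intensity B-score within 5 SD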
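assay system = CHO-K1 cells stably expressing KCNQ1 | medium = assay buffer, equal DMSO in all wells | timing = 37 °C overnight plating, 90-min dark dye load, 20-min compound pretreatment | measured by = kinetic FluxOR thallium fluorescence, 10-s 1-Hz baseline, 110-s post-stimulus read | measure = fluorescence change relative to baseline, converted to B score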
Numbers without * were called inactive; i = inactive; . = no result given.

SMILES	SKKanGAS inh	KCNQ1 block	RGS4 pot	KCNK9 inh	HDAC3 inh	TMEM16A act	KCNK3 block	RGS4 inh	hERG protect	TMEM16A inh	KCNQ1 pot
COc1ccccc1S(=O)(=O)Cc1ccc(C(=O)NCCN2CCCC2)o1	-5.8	i	i	i	-1.4	i	i	i	-9.2	i	i
Cc1nn(C(=O)c2cccs2)c(N)c1-c1ccccc1	-8.3	i	i	i	-4.6	i	i	i	-11.5	i	i
COc1ccc(-c2nc3ccc(C)cc3c(=O)o2)cc1OC	1.8	i	i	i	-1.8	i	i	i	-10.9	i	i
CC(C)NC(=O)c1ccc(N2CCOCC2)nc1	-1.8	i	i	i	-1.1	i	i	i	-2.2	i	i
COc1ccc(NC(=O)CN(C)C(=O)CNC(=O)c2ccc(C)s2)cc1	10.8	i	i	i	5.1	i	i	i	-17.2	i	i
Cc1ccc(C(=O)COC(=O)CCC(=O)Nc2ccccc2Cl)cc1[N+](=O)[O-]	1.4	i	i	i	-4.7	i	i	i	-6.8	i	i
Cc1ccc(O)c(C2=NOC(O)(C(F)(F)C(F)F)C2)c1 (stereo not given)	-4.2	i	i	i	3.6	i	i	i	-9.2	i	i
Cc1[nH]n(-c2ccccc2)c(=O)c1C(c1ccccc1[N+](=O)[O-])C(C#N)C#N (stereo not given)	13.6	i	i	i	5.9	i	i	i	-8.9	i	i
OCCOc1nnnn1-c1ccccc1	-0.5	i	i	i	2.9	i	i	i	-7.7	i	i
COc1ccccc1CC(NC(C)=O)C(=O)NC1CCN(c2nnnn2-c2ccccc2)CC1 (stereo not given)	-1.0	i	i	i	7.5	.	i	i	-6.5	i	i
CN(C)c1ccc(NC(=O)CN2CCC(NC(=O)C3CCCCC3)CC2)cc1	-5.7	i	i	i	-0.6	i	i	i	-7.0	i	i
O=C(CSc1ccc(-c2ccccc2)nn1)N1CCCCC1	5.7	i	i	i	-9.5	i	i	i	39.9*	i	i
CC(C)Nc1nnc(SCC(=O)c2c(N)n(Cc3ccccc3)c(=O)n(C)c2=O)s1	6.2	i	i	i	-11.9	i	i	i	-5.8	i	i
COCCNC(=O)c1c[nH]c2ccc(OC)cc2c1=O	1.3	i	i	i	-0.4	i	i	i	-12.4	i	i
COc1ccc(OC)c(NC(=O)c2ccc(-c3csc(C)n3)cc2)c1	-2.9	i	i	i	0.3	i	i	i	-7.1	i	i
O=C1NC(c2cc(Cl)cc([N+](=O)[O-])c2O)Nc2ccccc21 (stereo not given)	10.1	i	i	i	2.8	i	i	i	-5.8	i	i
O=C(COc1ccccc1Cl)Nc1nc(-c2cccs2)cs1	29.7	i	i	i	5.8	i	i	i	-11.8	i	i
COC(=O)c1cn(C(=O)c2cccc(Br)c2)c2ccccc12	-2.1	i	i	i	-3.7	i	i	i	-13.2	i	i
CCCc1nc2c(ccc3ccccc32)cc1CC	14.4	i	i	i	1.8	i	i	i	-6.7	i	i
O=C(Nc1nnc(SCc2ccccc2Cl)s1)C1COc2ccccc2O1 (stereo not given)	68.7*	i	i	i	-3.5	i	i	i	-9.5	25*	i
CCN(CC)CCOC(=O)c1ccc(NC(=O)CCCN2C(=O)/C(=C/c3cccs3)SC2=S)cc1	2.3	i	-8.34*	i	0.3	i	i	i	-10.2	i	i
COc1ccc(C(C)(C)C)cc1NC(=O)c1cccc(S(=O)(=O)N2CCN(C(C)=O)CC2)c1	9.4	i	i	i	3.5	i	i	i	-8.2	i	i
O=C(O)c1ccc(CS(=O)(=O)c2c(Cl)cccc2Cl)o1	3.8	i	i	i	2.1	i	i	i	-3.6	i	i
CCOc1ccc(N(CC(=O)NC2CCCCC2)S(=O)(=O)c2ccc(C)cc2)cc1	3.2	i	i	i	11.0	i	i	i	-8.2	i	i
COc1ccccc1CCN1CCCC(CN(C)C(=O)c2ccco2)C1 (stereo not given)	10.0	i	i	i	14.7	i	i	i	-9.7	i	i
Cc1oc2cc3oc(=O)c(CCC(=O)N4C[C@H]5C[C@@H](C4)c4cccc(=O)n4C5)c(C)c3cc2c1C	7.1	i	i	i	-1.9	i	i	i	-8.3	i	i
O=C(CCN1C(=O)/C(=C/c2ccc(Cl)cc2)SC1=S)Nc1ccc(C(=O)O)cc1	11.5	i	i	i	3.4	i	i	i	-6.2	i	i
CCN(CC)CCN(CC(=O)Nc1c(C)cc(C)cc1C)C(=O)c1ccccc1	2.5	i	i	i	-1.5	i	i	i	-10.4	i	i
Cc1cc(C)c(C(=O)N2CCCC(CNC(=O)C3(c4ccc(Cl)cc4)CC3)C2)c(=O)[nH]1 (stereo not given)	-3.9	i	i	i	3.0	i	i	i	-8.1	i	i
CC(/C=C/c1ccccc1)=N\Nc1nc(-c2ccccc2)cs1	4.5	i	i	i	8.0	i	i	i	-9.5	i	i
CC(OC(=O)c1nn(C)c(=O)c2ccccc12)C(=O)Nc1ccc(S(N)(=O)=O)cc1 (stereo not given)	-2.2	i	i	i	1.5	i	i	i	-10.7	i	i
CN1CCN(c2ccc([N+](=O)[O-])cc2C(=O)Nc2ccccc2)CC1	-5.1	i	i	i	5.3	i	i	i	-6.0	i	i
CCOC(=O)c1cnc(SCC(=O)Nc2sc(C)c(C)c2C#N)nc1N	10.6	i	i	i	0.1	i	i	i	-11.9	i	i
CC(CCN1CCN(CCO)CC1)c1ccccc1 (stereo not given)	-5.7	i	i	i	-1.3	i	i	i	-4.5	i	i
O=C(O)C1CCN(S(=O)(=O)Cc2ccccc2)CC1	0.4	i	i	i	-2.6	.	i	i	-5.3	i	i
NC(=O)COC(=O)c1ccc2c(c1)S(=O)(=O)N=C1CCCCCN12	-2.2	i	i	i	-2.5	i	i	i	-6.1	i	i
Cc1cc(N)n(-c2ccc(S(N)(=O)=O)cc2[N+](=O)[O-])n1	1.1	i	i	i	-1.4	i	i	i	-5.5	i	i
CC(N=C1NS(=O)(=O)c2ccccc21)c1ccccc1 (stereo not given)	.	i	i	i	-3.0	i	i	i	-0.3	i	i
O=C1CCCC2=C1C(c1ccc(O)c(Br)c1)C1=C(CCCC1=O)N2c1ccccc1	.	i	i	i	1.3	i	i	i	-11.8	i	i
CCC1(C)NC(=O)N(CC(=O)N2N=C(c3ccccc3)CC2c2ccc(OC)cc2)C1=O (stereo not given)	7.3	i	i	i	1.6	i	i	i	-11.8	i	i
CSCCC(NC(=O)c1ccccc1Cl)C(=O)Nc1ccc(C)c(S(=O)(=O)N2CCOCC2)c1 (stereo not given)	-10.4	i	i	i	-5.6	i	i	i	-12.1	i	i
Cc1nn(Cc2ccc(F)cc2)c(C)c1NC(=O)CCCn1nc([N+](=O)[O-])cc1C	2.6	i	i	i	0.2	i	i	i	-14.7	i	i
CCC1CC2CC(NC(C)=O)C1C2 (stereo not given)	.	i	i	i	0.5	i	i	i	-4.0	i	i
CC(C)CNC(=O)NC(=O)COC(=O)Cn1cnc2ccccc2c1=O	-3.0	i	i	i	4.2	i	i	i	-7.6	i	i
NS(=O)(=O)c1ccc(CNC(=O)c2cccc(Oc3ccccc3)c2)cc1	-3.5	i	i	i	-0.3	.	i	i	-3.1	i	i
COc1ccc(CCNC(=O)C2CCN(S(=O)(=O)c3cccc4nsnc34)CC2)cc1OC	6.1	i	i	i	1.6	i	i	i	-12.9	i	i
COC(=O)CN1C(=S)N(c2ccc(OC)cc2)C(=O)/C1=C/c1ccc(N2CCOCC2)cc1	-2.0	i	i	i	10.1	i	i	i	-16.2	i	i
Oc1ccc2ccccc2c1CN1CCOCC1	-15.0	i	i	i	.	i	i	i	-5.7	i	i
Cc1ccc(-n2ncc3c2CC(C)(C)CC3NC(=O)CCN2CCCO2)cc1 (stereo not given)	0.1	i	i	i	2.3	i	i	i	-7.4	i	i
Cc1[nH]n(-c2ccccc2)c(=O)c1CCOC(=O)c1ccc(C(F)(F)F)cc1	3.9	i	i	i	4.5	i	i	i	-1.3	i	i
CCOC(=O)c1ccc(-n2c(CN3CCOCC3)nc3ccc([N+](=O)[O-])cc3c2=O)cc1	-12.6	i	i	i	-3.4	i	i	i	-14.8	i	i
O=S(=O)(c1ccc(-c2ccon2)s1)N1CCN(c2ccncc2)CC1	-2.3	i	i	i	20.2	.	.	i	-4.6	i	i

Shown with values under each structure: part of the list above
Below each compound – SKKanGAS inh | KCNQ1 block | RGS4 pot | KCNK9 inh | HDAC3 inh | TMEM16A act | KCNK3 block | RGS4 inh | hERG protect | TMEM16A inh | KCNQ1 pot
- O=C1CCCC2=C1C(c1ccc(O)c(Br)c1)C1=C(CCCC1=O)N2c1ccccc1
→ . | i | i | i | 1.3 | i | i | i | -11.8 | i | i
- CCC1(C)NC(=O)N(CC(=O)N2N=C(c3ccccc3)CC2c2ccc(OC)cc2)C1=O (stereo not given)
→ 7.3 | i | i | i | 1.6 | i | i | i | -11.8 | i | i
- CSCCC(NC(=O)c1ccccc1Cl)C(=O)Nc1ccc(C)c(S(=O)(=O)N2CCOCC2)c1 (stereo not given)
→ -10.4 | i | i | i | -5.6 | i | i | i | -12.1 | i | i
- Cc1nn(Cc2ccc(F)cc2)c(C)c1NC(=O)CCCn1nc([N+](=O)[O-])cc1C
→ 2.6 | i | i | i | 0.2 | i | i | i | -14.7 | i | i
- CCC1CC2CC(NC(C)=O)C1C2 (stereo not given)
→ . | i | i | i | 0.5 | i | i | i | -4.0 | i | i
- CC(C)CNC(=O)NC(=O)COC(=O)Cn1cnc2ccccc2c1=O
→ -3.0 | i | i | i | 4.2 | i | i | i | -7.6 | i | i
- NS(=O)(=O)c1ccc(CNC(=O)c2cccc(Oc3ccccc3)c2)cc1
→ -3.5 | i | i | i | -0.3 | . | i | i | -3.1 | i | i
- COc1ccc(CCNC(=O)C2CCN(S(=O)(=O)c3cccc4nsnc34)CC2)cc1OC
→ 6.1 | i | i | i | 1.6 | i | i | i | -12.9 | i | i
- COC(=O)CN1C(=S)N(c2ccc(OC)cc2)C(=O)/C1=C/c1ccc(N2CCOCC2)cc1
→ -2.0 | i | i | i | 10.1 | i | i | i | -16.2 | i | i
- Oc1ccc2ccccc2c1CN1CCOCC1
→ -15.0 | i | i | i | . | i | i | i | -5.7 | i | i
- Cc1ccc(-n2ncc3c2CC(C)(C)CC3NC(=O)CCN2CCCO2)cc1 (stereo not given)
→ 0.1 | i | i | i | 2.3 | i | i | i | -7.4 | i | i
